Assay outcomes: PubChem, several laboratories
CHRM4 PAM: positive allosteric modulators of human muscarinic M4 receptor; P08173; CHO-K1 hM4/Gqi5, Fluo-8 calcium fluorescence, ACh EC20; 0% = ACh EC20, 100% = maximal ACh; activation, % at 3 µM; 360,000 compounds, 0.4% hits; AID 624126;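 active = activation above its plate's cutoff, the mean activation of sample wells plus 3 SD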; also: some results filed as inactive read as strong as hits
Target sequence (P08173 whole entry, looked up): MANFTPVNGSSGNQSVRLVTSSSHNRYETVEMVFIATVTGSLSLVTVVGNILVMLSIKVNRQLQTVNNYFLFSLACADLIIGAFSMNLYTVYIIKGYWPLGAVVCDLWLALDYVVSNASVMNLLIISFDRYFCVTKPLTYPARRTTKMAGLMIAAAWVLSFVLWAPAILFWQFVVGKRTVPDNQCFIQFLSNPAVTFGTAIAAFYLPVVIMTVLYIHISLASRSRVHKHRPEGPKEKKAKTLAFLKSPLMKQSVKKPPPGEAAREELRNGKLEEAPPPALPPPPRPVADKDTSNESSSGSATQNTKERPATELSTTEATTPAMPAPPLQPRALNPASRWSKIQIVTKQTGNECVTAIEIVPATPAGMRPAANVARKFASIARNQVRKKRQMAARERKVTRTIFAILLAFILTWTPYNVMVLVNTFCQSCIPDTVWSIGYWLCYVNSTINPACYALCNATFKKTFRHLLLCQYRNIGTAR
CHO-K1 Ca PAM: counter-screen for M1 PAMs: effect in parental CHO-K1 cells; activation, % at 3 µM; ATP EC20, Fluo-8 calcium fluorescence; 0% at ATP EC20, 100% at ATP max; 360,000 compounds, 0.02% hits;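 active = activation above the run cutoff, the mean activation of all test compounds plus 3 SD, cut at about 40% in these data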;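 also: peak over basal fluorescence ratio in a 140 s read after ATP addition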
TAAR1 ag: human TAAR1 agonism. CHO RD-HGA16 TAAR1, Fluo-8 calcium fluorescence; vehicle wells 0%, saturating PEA agonist 100%. activation, % at 3 µM. 360,000 compounds, 0.99% hits. AID 624467;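 active = activation above the mean activation of all test compounds in the run plus 3 SD, cut at about 38% in these data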
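Test system: RD-HGA16 (CHO) cells co-expressing Gα16 and hTAAR1; dosing: one-point dosing at 3 µM (nominal); timing: 17-24 h seeding, 75 min 37 °C dye, 30 min RT; signal: kinetic Fluo-8 calcium fluorescence; read-out basis: % activation relative to PEA EC100 response; controls: DMSO and PEA EC100; replicates: n 1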
TAAR1 antagonist: human TAAR1 antagonism | inhibition, % at 3 µM | Q96RJ0 | AID 624466 | CHO RD-HGA16 TAAR1, Fluo-8 calcium fluorescence, antagonist | 360,000 compounds, 1.5% hits;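 active = inhibition above a per-plate cutoff, the mean inhibition of test compounds on that plate plus 3 SD, cut at about 49% in these data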;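 also: 0% = DMSO plus EC80 beta-PEA response and 100% = DMSO alone without agonist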
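test system = CHO RD-HGA16 cells bearing hTAAR1 | replication = singlicate | controls = DMSO-only wells and EC80 β-PEA-stimulated wells | reagent = EC80 β-phenethylamine stimulus | read-out basis = percent inhibition of PEA-evoked calcium signal, max/basal emission ratio | schedule = seeding 17-24 h prior, 75-min 37 °C, 30-min RT dye loading | signal = kinetic Fluo-8 calcium fluorescence measurement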
CRFBP-R2 block: antagonists of CRF-binding protein/CRF-R2 receptor complex; HEK293 CRF-R2/CRF-BP, CRF-induced calcium fluorescence; inhibition, % at 11.8 µM; 350,000 compounds, 0.59% hits; AID 588475;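 active = inhibition of the ligand-induced calcium signal above about 50% at the single tested concentration, limit read from the data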
M5 antag: CHRM5 antagonism in calcium assay; 360,000 compounds, 0.59% hits; inhibition, % at 3 µM; CHO-hM5 cells, Fluo-8 calcium fluorescence, ACh EC80; P08912;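 active = inhibition above a per-plate cutoff, the mean of that plate's test compounds plus 3 SD, cut at about 27% in these data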;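 also: 0% = acetylcholine EC80 with DMSO and 100% = DMSO without agonist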
Target sequence (P08912 whole entry, looked up): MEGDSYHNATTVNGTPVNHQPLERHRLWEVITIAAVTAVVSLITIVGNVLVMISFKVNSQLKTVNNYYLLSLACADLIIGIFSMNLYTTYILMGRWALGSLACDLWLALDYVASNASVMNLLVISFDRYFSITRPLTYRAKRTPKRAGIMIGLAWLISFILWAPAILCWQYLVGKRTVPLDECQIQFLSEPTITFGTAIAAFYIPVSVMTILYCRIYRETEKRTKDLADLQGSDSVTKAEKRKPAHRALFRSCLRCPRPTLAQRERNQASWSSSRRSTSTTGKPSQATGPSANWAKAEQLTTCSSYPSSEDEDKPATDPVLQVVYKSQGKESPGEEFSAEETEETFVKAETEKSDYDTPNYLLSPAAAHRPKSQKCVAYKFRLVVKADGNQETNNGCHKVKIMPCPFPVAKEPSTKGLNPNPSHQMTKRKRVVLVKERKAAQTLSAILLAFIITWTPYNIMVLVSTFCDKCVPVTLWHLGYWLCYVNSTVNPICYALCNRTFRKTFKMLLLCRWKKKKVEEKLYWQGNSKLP
M5 ag: agonists of human muscarinic M5 receptor (CHRM5); P08912; CHO-K1 hM5 cells, Fluo-8 calcium fluorescence; 0% DMSO wells, 100% maximal acetylcholine response; activation, % at 3 µM; 360,000 compounds, 0.19% hits; AID 624037;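 active = activation above the run's mean over test compounds plus 3 SD, cut at about 23% in these data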;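 also: signal is peak over basal fluorescence ratio across the kinetic read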
CRFBP-R2 agonist: agonists of human CRF-binding protein/CRF-R2 receptor complex; HEK293 CRF-R2/CRF-BP, calcium dye fluorescence (FLIPR); percent of saturating CRF peptide response; activation, % at 13.2 µM; 350,000 compounds, 0.46% hits; AID 588473;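 active = activation of at least 50%, plus an integration ratio under a set limit after plate pattern correction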;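 also: plate controls were neutral control wells without compound for no effect and CRF at EC100 for full effect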
CHRM5 PAM: CHRM5 positive allosteric modulation. CHO-K1 hM5, Fluo-8 calcium, ACh EC20 PAM; 0% = ACh EC20, 100% = ACh EC100. activation, % at 3 µM. 360,000 compounds, 0.3% hits. AID 624038;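 active = activation above the run cutoff, the mean activation of all test compounds plus 3 SD, cut at about 18% in these data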
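Assay system: CHO-K1 hM5 cells / Incubation: Fluo-8 loading 80 min at 37 °C plus 30 min room temperature / Technique: Fluo-8 calcium dye fluorescence, kinetic read / Repeats: single replicate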
The depositor's hits bear a star.

How did CC(C)c1nnc(NC(=O)CSc2nnc(-c3ccco3)o2)s1 do in these assays?
CHRM4 PAM: -2.7; CHO-K1 Ca PAM: -0.9; TAAR1 ag: 2.0; TAAR1 antagonist: -29.5; CRFBP-R2 block: -3.0; M5 antag: 0.8; M5 ag: 1.3; CRFBP-R2 agonist: -1.0; CHRM5 PAM: 1.3

Results for COc1cccc(OC)c1C(=O)NC(=S)Nc1cc(-c2nc3ccccc3[nH]2)ccc1Cl ?
CHRM4 PAM: -1.6; CHO-K1 Ca PAM: 10.9; TAAR1 ag: 11.2; TAAR1 antagonist: 50.2*; CRFBP-R2 block: 2.3; M5 antag: 11.3; M5 ag: -2.0; CRFBP-R2 agonist: -0.2; CHRM5 PAM: -13.5

What do the screens show for `Cc1cccc(NC2SC(=O)N(CC(=O)O)C2=O)c1` (stereo unspecified)?
CHRM4 PAM: -1.1; CHO-K1 Ca PAM: 0.7; TAAR1 ag: 3.0; TAAR1 antagonist: -6.0; CRFBP-R2 block: 9.1; M5 antag: 8.2; M5 ag: -1.3; CRFBP-R2 agonist: 6.6; CHRM5 PAM: -4.6

How did S=C(Nc1ccccc1)N(CCN1CCOCC1)Cc1cccc(Cl)c1 do in these assays?
CHRM4 PAM: -5.8; CHO-K1 Ca PAM: -9.6; TAAR1 ag: 1.2; TAAR1 antagonist: -13.5; CRFBP-R2 block: -10.9; M5 antag: 5.1; M5 ag: -5.6; CRFBP-R2 agonist: -0.4; CHRM5 PAM: 1.3

What do the screens show for `Cc1cc(-c2ccccc2)nc(SC(C(=O)O)c2ccccc2)n1` (stereo unspecified)?
CHRM4 PAM: 2.9; CHO-K1 Ca PAM: 16.1; TAAR1 ag: 1.1; TAAR1 antagonist: -22.9; CRFBP-R2 block: -0.5; M5 antag: 7.3; M5 ag: -0.3; CRFBP-R2 agonist: -0.2; CHRM5 PAM: 0.0

How did C[C@@H]1CN([C@H](C)CO)C(=O)c2cc(C#CC(C)(C)O)cnc2O[C@@H]1CN(C)C(=O)C1CC1 do in these assays?
CHRM4 PAM: 1.2; CHO-K1 Ca PAM: -1.8; TAAR1 ag: 0.3; TAAR1 antagonist: -10.3; CRFBP-R2 block: -9.2; M5 antag: -4.8; M5 ag: 0.5; CRFBP-R2 agonist: 1.7; CHRM5 PAM: 6.7

Results for C=CCn1c(SCC(=O)Nc2ccccc2CC)nnc1-c1ccncc1 ?
CHRM4 PAM: -5.8; CHO-K1 Ca PAM: 14.7; CRFBP-R2 block: -0.5; M5 antag: -2.1; M5 ag: -0.7; CRFBP-R2 agonist: 1.0; CHRM5 PAM: 1.2

Results for Cc1ccc(S(=O)(=O)N(C)c2ccc(OCC(=O)N3CCCC(C(F)(F)F)C3)cc2)cc1 (stereo unspecified) ?
CHRM4 PAM: -1.3; CHO-K1 Ca PAM: 0.3; TAAR1 ag: 0.1; TAAR1 antagonist: -13.4; CRFBP-R2 block: 10.0; M5 antag: 2.2; M5 ag: -1.7; CRFBP-R2 agonist: 0.0; CHRM5 PAM: 0.8

How did C=CCOn1c(=O)c(-c2ccc(Cl)cc2)[n+]([O-])c2ccccc21 do in these assays?
CHRM4 PAM: 1.7; CHO-K1 Ca PAM: -3.0; TAAR1 ag: 0.4; TAAR1 antagonist: -28.9; CRFBP-R2 block: 4.9; M5 antag: 9.1; M5 ag: -2.7; CRFBP-R2 agonist: -1.7; CHRM5 PAM: -1.0

What do the screens show for `CC(C)NC(=O)CN1C(=O)C(C)(C)Oc2ccc(C(=O)NC3CCCCC3)cc21`?
CHRM4 PAM: 3.6; CHO-K1 Ca PAM: 4.1; TAAR1 ag: 9.8; TAAR1 antagonist: 10.8; CRFBP-R2 block: -11.1; M5 antag: 5.0; M5 ag: -0.4; CRFBP-R2 agonist: -0.9; CHRM5 PAM: 1.1

How did Cc1ccc(NC(=O)C2CC(=O)N/C(=N/N=C/c3ccco3)S2)cc1C (stereo unspecified) do in these assays?
CHRM4 PAM: -13.4; CHO-K1 Ca PAM: -10.3; CRFBP-R2 block: 1.9; M5 antag: -4.3; M5 ag: -3.1; CRFBP-R2 agonist: 0.2; CHRM5 PAM: -0.5

How did CCN(CC)S(=O)(=O)c1ccc(NS(=O)(=O)CC23CCC(CC2=O)C3(C)C)cc1 (stereo unspecified) do in these assays?
CHRM4 PAM: 3.8; CHO-K1 Ca PAM: 14.4; TAAR1 ag: 1.9; TAAR1 antagonist: -1.7; CRFBP-R2 block: 24.7; M5 antag: 0.7; M5 ag: -0.5; CRFBP-R2 agonist: -4.8; CHRM5 PAM: 10.4

How did COCCn1c(SCC(=O)NC2CC2)nnc1-c1ccco1 do in these assays?
CHRM4 PAM: -7.2; CHO-K1 Ca PAM: -15.5; TAAR1 ag: 9.9; TAAR1 antagonist: -24.3; CRFBP-R2 block: 7.8; M5 antag: 17.1; M5 ag: -3.0; CRFBP-R2 agonist: -0.8; CHRM5 PAM: -4.1

Results for CSc1nnc2c3c4c(sc3nc(-n3nc(C)cc3C)n12)COC(C)(C)C4 ?
CHRM4 PAM: -1.5; CHO-K1 Ca PAM: 17.0; TAAR1 ag: 6.2; TAAR1 antagonist: 4.2; CRFBP-R2 block: -4.5; M5 antag: -6.3; M5 ag: -3.5; CRFBP-R2 agonist: 4.1; CHRM5 PAM: 2.9

Results for COc1ccc(C(=O)Nc2nc(C)cc(C)n2)cc1[N+](=O)[O-] ?
CHRM4 PAM: 5.3; CHO-K1 Ca PAM: 16.7; TAAR1 ag: -0.2; TAAR1 antagonist: 3.0; CRFBP-R2 block: 30.5; M5 antag: -1.3; M5 ag: -0.9; CRFBP-R2 agonist: -2.0; CHRM5 PAM: -0.2

Looked up by compound from the list above, 2 records:
What do the screens show for `CC(C)NC(=O)CN1C(=O)C(C)(C)Oc2ccc(C(=O)NC3CCCCC3)cc21`?
CHRM4 PAM: 3.6; CHO-K1 Ca PAM: 4.1; TAAR1 ag: 9.8; TAAR1 antagonist: 10.8; CRFBP-R2 block: -11.1; M5 antag: 5.0; M5 ag: -0.4; CRFBP-R2 agonist: -0.9; CHRM5 PAM: 1.1

What do the screens show for `Cc1cc(-c2ccccc2)nc(SC(C(=O)O)c2ccccc2)n1` (stereo unspecified)?
CHRM4 PAM: 2.9; CHO-K1 Ca PAM: 16.1; TAAR1 ag: 1.1; TAAR1 antagonist: -22.9; CRFBP-R2 block: -0.5; M5 antag: 7.3; M5 ag: -0.3; CRFBP-R2 agonist: -0.2; CHRM5 PAM: 0.0

Remaining list, next part:
How did CC(C)NC(=O)CSCc1c(Cl)cccc1Cl do in these assays?
CHRM4 PAM: 5.4; CHO-K1 Ca PAM: 12.7; TAAR1 ag: -2.0; TAAR1 antagonist: -0.3; CRFBP-R2 block: -2.6; M5 antag: -6.1; M5 ag: -5.6; CRFBP-R2 agonist: -1.4; CHRM5 PAM: 2.5

Results for CC(=O)c1cccc(NC(=O)C(C)OC(=O)c2cccc(S(=O)(=O)N3CCN(C)CC3)c2)c1 (stereo unspecified) ?
CHRM4 PAM: 1.8; CHO-K1 Ca PAM: -0.2; TAAR1 ag: 5.3; TAAR1 antagonist: -17.0; CRFBP-R2 block: -3.3; M5 antag: -0.2; M5 ag: 44.5*; CRFBP-R2 agonist: -1.2; CHRM5 PAM: -10.8

How did CC(=O)N(CCc1ccccc1)Cc1cc2cc(C)ccc2[nH]c1=O do in these assays?
CHRM4 PAM: -0.6; CHO-K1 Ca PAM: 25.1; TAAR1 ag: 4.7; TAAR1 antagonist: -12.4; CRFBP-R2 block: 7.5; M5 antag: -12.7; M5 ag: 3.7; CRFBP-R2 agonist: -0.7; CHRM5 PAM: -5.2

Results for NC(=O)C1(N2CCCCC2)CCN(C(=O)CCCn2c(=O)[nH]c3ccsc3c2=O)CC1 ?
CHRM4 PAM: -2.5; CHO-K1 Ca PAM: 7.1; TAAR1 ag: 1.7; TAAR1 antagonist: -7.7; CRFBP-R2 block: -8.7; M5 antag: -0.9; M5 ag: 1.3; CRFBP-R2 agonist: 0.6; CHRM5 PAM: 7.5

How did Cc1cc(C)c(Nc2n[nH]c(=S)s2)cc1C do in these assays?
CHRM4 PAM: -3.9; CHO-K1 Ca PAM: -19.9; TAAR1 ag: -0.1; TAAR1 antagonist: 1.5; CRFBP-R2 block: -4.5; M5 antag: 8.8; M5 ag: 0.2; CRFBP-R2 agonist: -1.5; CHRM5 PAM: -7.3

Results for CC(C)NC(=S)Nc1c(N)[nH]c(=O)[nH]c1=O ?
CHRM4 PAM: 8.4; CHO-K1 Ca PAM: 20.2; TAAR1 ag: -0.4; TAAR1 antagonist: 3.4; CRFBP-R2 block: -2.1; M5 antag: -1.4; M5 ag: 0.4; CRFBP-R2 agonist: -0.3; CHRM5 PAM: 8.3

What do the screens show for `CCCCC(=O)NC1(C(F)(F)F)C(=O)Nc2c1c(=O)n(C)c(=O)n2C` (stereo unspecified)?
CHRM4 PAM: 14.6; CHO-K1 Ca PAM: 19.7; TAAR1 ag: 2.8; TAAR1 antagonist: -3.4; CRFBP-R2 block: -27.5; M5 antag: 5.1; M5 ag: -0.7; CRFBP-R2 agonist: 24.8; CHRM5 PAM: -3.4

What do the screens show for `O=C(C[C@@H]1C/C=C\C[C@H](Cc2ccc(F)cc2)C(=O)OC[C@H]2CCCN2C1=O)NCCO`?
CHRM4 PAM: 3.6; CHO-K1 Ca PAM: 14.3; TAAR1 ag: 1.4; TAAR1 antagonist: -6.5; CRFBP-R2 block: 2.4; M5 antag: -9.7; M5 ag: 5.4; CRFBP-R2 agonist: -0.5; CHRM5 PAM: 1.2

What do the screens show for `CC(=O)Nc1ccc(-c2ccnc3c2CC(C(=O)NCCc2ccccc2)O3)cc1` (stereo unspecified)?
CHRM4 PAM: 6.5; CHO-K1 Ca PAM: -6.5; TAAR1 ag: 10.7; TAAR1 antagonist: -2.1; M5 antag: -1.0; M5 ag: 0.7; CHRM5 PAM: -1.3

Results for CC(=O)c1ccc(N2CCN(C(=O)C3CCN(S(=O)(=O)Cc4ccccc4)CC3)CC2)cc1 ?
CHRM4 PAM: -3.2; CHO-K1 Ca PAM: 11.6; TAAR1 ag: 10.9; TAAR1 antagonist: 13.6; CRFBP-R2 block: 16.3; M5 antag: -5.9; M5 ag: -1.5; CRFBP-R2 agonist: -3.5; CHRM5 PAM: 1.1

Results for Cc1cc(C)n2nc(SCc3cccc(F)c3)nc2n1 ?
CHRM4 PAM: 12.1; CHO-K1 Ca PAM: 16.4; TAAR1 ag: 3.6; TAAR1 antagonist: -6.5; CRFBP-R2 block: -7.7; M5 antag: 8.2; M5 ag: -2.6; CRFBP-R2 agonist: 0.3; CHRM5 PAM: 5.4

How did Cc1ccc(NC(=O)c2oc3ccc(S(=O)(=O)N4CCC5(CC4)OCCO5)cc3c2C)cc1C do in these assays?
CHRM4 PAM: -3.8; CHO-K1 Ca PAM: 17.5; TAAR1 ag: 12.4; TAAR1 antagonist: 43.4; CRFBP-R2 block: -17.4; M5 antag: -0.6; M5 ag: 1.5; CRFBP-R2 agonist: 1.8; CHRM5 PAM: -2.7
